Source: PubChem BioAssay (National Center for Advancing Translational Sciences (NCATS))
Pol kappa inh – qHTS for Inhibitors of Polymerase Kappa; DNA polymerase kappa (Homo sapiens), Q9UBT6; purified Pol kappa, fluorescent DNA synthesis assay, 10 min; Potency, µM (highest dose often 107 µM), inactives show top-dose activity, negative = inhibition, hits mostly inhibitors; 400,000 compounds, 0.53% hits; AID 588579, 2011; further: on the % scale 0 is the no-effect control and ±100 the full control effect
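Kinetic fluorescence screen: compound preincubated 15 min RT with 10 nM enzyme; 50 nM substrate (final) initiates; reads at 0/10 min.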
Pol eta inh – qHTS for Inhibitors of Polymerase Eta | recombinant Pol eta, fluorescent DNA replication assay | 390,000 compounds, 1.2% hits | Potency, µM (top dose mostly 114 µM), without a hit: top-dose activity change, negative = inhibition, usual class: inhibitors; further: on the % scale 0 is the no-effect control and ±100 the full control effect
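Pol eta (10 nM) was preincubated with compounds for 15 min at room temperature, after which fluorescent replication substrate (50 nM final) was added to start the reaction. Fluorescence was read kinetically at 0 and 10 min.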
Pol iota inh – qHTS for Inhibitors of Polymerase Iota. DNA polymerase iota (Homo sapiens), Q9UNA4. Pol iota fluorescent replication assay, 10 min. Potency, µM (highest dose often 115 µM), for inactives: at the highest dose activity, negative = inhibition, actives largely listed as inhibitors. 390,000 compounds, 1% hits
Target sequence (Q9UNA4 whole entry, looked up): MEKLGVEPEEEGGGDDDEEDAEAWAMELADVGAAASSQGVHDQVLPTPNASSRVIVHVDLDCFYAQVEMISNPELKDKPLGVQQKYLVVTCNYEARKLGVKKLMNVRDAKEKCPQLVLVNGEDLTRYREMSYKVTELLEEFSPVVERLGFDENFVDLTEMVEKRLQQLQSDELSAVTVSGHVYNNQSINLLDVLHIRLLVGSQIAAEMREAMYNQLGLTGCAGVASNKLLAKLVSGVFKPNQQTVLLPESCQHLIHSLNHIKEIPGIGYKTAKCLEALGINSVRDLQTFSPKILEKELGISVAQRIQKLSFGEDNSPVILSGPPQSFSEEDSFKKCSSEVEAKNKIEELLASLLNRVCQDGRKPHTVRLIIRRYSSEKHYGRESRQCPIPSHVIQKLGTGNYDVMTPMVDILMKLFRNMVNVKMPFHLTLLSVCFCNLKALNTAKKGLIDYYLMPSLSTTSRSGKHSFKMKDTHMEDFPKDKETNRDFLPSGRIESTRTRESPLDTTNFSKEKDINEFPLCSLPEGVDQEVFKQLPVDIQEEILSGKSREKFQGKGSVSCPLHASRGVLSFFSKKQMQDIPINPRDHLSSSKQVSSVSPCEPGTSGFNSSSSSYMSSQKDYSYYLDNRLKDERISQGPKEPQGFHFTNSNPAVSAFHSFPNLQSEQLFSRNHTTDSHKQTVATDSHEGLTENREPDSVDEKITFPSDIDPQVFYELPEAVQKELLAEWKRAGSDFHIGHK
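Fluorescent replication assay read twice, at 0 min and 10 min after adding 50 nM (final) substrate. Enzyme (10 nM) and compounds were first incubated 15 min at room temperature; enzyme-free buffer wells were negative controls.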
* hit, by the source's call; ? = inconclusive; & = joins results of further samples; [ ] = remark or other dose. The call rests on the fitted dose curve; in most records, active means well fitted inhibition curve with a large enough effect; inconclusive means small, poorly fitted or top-dose-only effect, or another doubt; inactive means no such curve, though single readings can be large or run the other way. Potency means the concentration at half of the fitted maximal effect.

Pol kappa inh,Pol eta inh,molecule,Pol iota inh
-7.3%,-13.2%,COc1cc(C2c3cc4c(cc3CC3COC(=O)N32)OCO4)cc(OC)c1OC (stereo unspecified),56.5%[activator]
4.7%,-19.9%,O=[N+]([O-])c1ccc(C2=CSC3=NCCN23)cc1,?
-5.1%,0.3%,O=C1CN(C(=O)c2ccco2)C(c2ccc(F)cc2)c2cc(Cl)ccc2N1 (stereo unspecified),-7.3%
2.6%,-14.5%,CN=C1SC(CC(=O)Nc2ccc(C(C)=O)cc2)C(=O)N1C (stereo unspecified),6.1%
6.1%,-8.0%,CCC/C(=N\NC(=O)C1CC1)c1ccccc1,39.1%[activator]
-4.5%,-2.3%,O=C(O)C1=C[C@H](c2ccc3c(c2)OCO3)C[C@H](OCCCCO)O1,10.7%
1.7%,-12.3%,O=C(C=Cc1ccc2c(c1)OCO2)OCC=Cc1ccc2c(c1)OCO2,39.6%[activator]
0.9%,-9.0%,O=C(/C=C/c1c(Cl)cccc1Cl)NCCCn1ccnc1,10.2%
6.8%,-13.7%,COc1cc(O)c(C(C)=O)c2c1C=CC(C)(C)O2,?
0.5%,-0.9%,c1csc(CCCN2CCCCC2)c1,?
0.8%,-14.7%,CN1CC[C@@H]2C(=O)N3CCc4ccc(-c5ccc6c(c5)OCO6)cc4[C@@H]3C[C@@H]21,10.6%
-21.8%,9.9%,Cc1ccc(-c2csc(C(C#N)=C(O)CN3CCN(C(=O)c4ccco4)CC3)n2)cc1,?
-1.0%,-13.8%,CCCn1c(N)c(N(CCOC)C(=O)c2ccc(S(=O)(=O)N3CCOCC3)cc2)c(=O)[nH]c1=O,15.8%
-0.2%,-23.9%,Nc1nc(-c2ccccc2Cl)cs1,-1.9%
12.1%,1.0%,O=c1[nH]c2ccccc2cc1-c1nnn(-c2ccc(Cl)c(Cl)c2)n1,4.6%
-16.9%,-23.1%,CC(=O)Nc1ccc2c(c1)C(=O)c1cccc(C(=O)O)c1-2,12.3%
11.1%,-10.5%,Cc1ccc(C(C)NC(=O)c2cccs2)cc1 (stereo unspecified),14.4%
-11.2%,-27.7%,O=S(=O)(c1ccccc1)N(c1ccccc1)S(=O)(=O)c1ccccc1,-13.4%
16.8%,0.9%,CC[C@@H]1CN(C)[C@H]2Cc3c([nH]c4ccccc34)C(=O)C[C@@H]1[C@@H]2C(=O)OC,0.7%
-6.2%,8.9%,O=c1c2ccccc2sc2ccccc12,116.3%[activator]
4.7%,-12.7%,O=C(Nc1ccc(Cl)cc1)OCCN1CCOCC1,61.3%[activator]
-22.7%,-0.6%,N#Cc1c(F)cccc1NCCCn1ccnc1,35.5%[activator]
12.1%,-7.1%,COc1c2c(cc3oc(=O)c4c5ccc(O)cc5oc4c13)OC(C)(C)CC2,11.6%
?,7.5%,CC(C)N(C)C1=CC(=O)C(N(C)C(C)C)=CC1=O,44.7µM*
39.8µM*,25.1µM*,COc1cc(N2C(=O)C=CC2=O)ccc1N1C(=O)C=CC1=O,39.8µM*
-17.1%,-4.5%,CC(C)(C)S(=O)N1Cc2cn(Cc3ccccc3)c(=O)cc2[C@@H]1CCO (stereo partly specified),-4.9%
-15.1%,-18.5%,N#CC(=Cc1ccncc1)c1ccccc1,10.5%
-10.6%,-12.0%,CCN(Cc1ccccc1)C(c1ccc(C(F)(F)F)cc1)c1nnnn1C(C)(C)C (stereo unspecified),0.5%
-10.5%[60.1 µM],-12.5%,CC(NC(=O)Cc1cccs1)C(c1cccs1)N1CCN(c2ccccc2)CC1 (stereo unspecified),14.2%
-8.3%,-10.9%,Nc1c2c(nc3ccccc13)CSCC2,59.4%[activator]
3.8%,-11.0%,C=C[C@]12CC[C@H](OC(C)=O)CC1=CCC1C2CC[C@@]2(C)C1CCC21OCCO1 (stereo partly specified),13.3%
-3.8%,1.5%,C=C1C(=O)C23C(O)C1CCC2C12CCCC(C)(COC(C)=O)C1C(O)C3(O)OC2 (stereo unspecified),-3.0%
-9.0%,-15.2%,COc1ccc(S(=O)(=O)N2CCOC2CNC(=O)C(=O)NCCCN(C)C)cc1C (stereo unspecified),41.9%[activator]
-2.1%,6.8%,Cc1ccc(C(=O)N2[C@@H]3CN(C)C(=O)[C@@]2(Cc2ccccc2)[C@H]2C(=O)N(Cc4ccccc4)C(=O)[C@@H]32)cc1,-11.2%
-16.3%,-25.8%,CCOC(=O)c1sc(=S)[nH]c1C,22.0%
-0.1%,-9.0%,CCCNC(=O)C1CC(c2ccccc2[N+](=O)[O-])=NO1 (stereo unspecified),14.0%
-1.4%,-5.6%,Cc1ncc(NS(=O)(=O)c2ccc(N)cc2)nc1C,59.6%[activator]
-6.9%,-11.7%,CCN(c1ccccc1)S(=O)(=O)c1ccc(Oc2ccccc2)c(N)c1,-11.7%
-4.8%,-21.4%,Nc1ccc(C#Cc2c(-c3ccsc3)oc3ccc(N4CCOCC4)cc23)cc1,?
-3.0%,?,Brc1ccc(OCCOCCOc2cccc3cccnc23)cc1,4.9%
7.4%&-4.3%,3.6%,CCCCN1CC[C@H]2C=CC[C@@H](C(=O)NCc3ccc(OC)cc3)[C@H]2C1=O,14.3%&28.9%
5.8%,-18.4%,O=C(Nc1ccc(C(=O)N2CCOCC2)cc1)C1CCC1,25.7%
8.1%,-5.8%,COc1ccc(NC(=S)NCCN2CCOCC2)c(OC)c1,-10.2%
-9.1%,-15.0%,O=C1N[C@@H](Cc2ccccc2)C(=O)N2[C@@H]1C[C@]1(Br)c3ccccc3N(S(=O)(=O)c3ccccc3)[C@H]21,31.0%[activator]
1.0%,5.1%,C=C1CCN([C@@H](CC(C)C)C(=O)N2CCCC2)S(=O)(=O)c2ccccc21,0.9%
-10.3%,-16.4%,CN(C)CC1(C)Cc2ccsc2C1O (stereo unspecified),31.8%[activator]
-2.3%,-10.1%,C=CCN1C(c2ccc(Br)cc2)=CS/C1=C(\C#N)c1nnc(N2CCOCC2)n1-c1ccccc1,23.9%
-6.4%,?,CC(COc1ccccc1)OC(=O)Nc1ccccc1 (stereo unspecified),96.2%[activator]
-1.7%,-14.0%,COC(C/C=C\C(=O)[C@H](C)OCc1ccccc1)OC,9.1%
-7.1%,-26.1%,CCCCOC(=O)c1ccc(NC(=O)COC(=O)CN2C(=O)NC3(CCCC3)C2=O)cc1,12.1%
-2.6%,-26.0%,Cc1ccc(CN2C(=O)COc3cc(NS(C)(=O)=O)ccc32)cc1,52.6%[activator]
-0.6%,-13.5%,O=C(NCc1ccccc1)N1CCN(CCO)CC1,17.6%
4.4%,-14.0%,CCOC(=O)c1cc2c(c(CCO)n1)[C@@H](CCO)N(S(=O)C(C)(C)C)C2 (stereo partly specified),2.1%
-5.6%,-13.2%,CC(C)CN1CCN(CCCOC(=O)Nc2cccc3ccccc23)CC1C (stereo unspecified),32.4%[activator]
-7.4%,-6.4%,CN(C(=O)c1ccc(NC(=O)Cc2ccc(NC(=O)C3CCN(C(=O)C4CCC4)CC3)cc2)cc1)C1CCCC1,11.3%
3.1%,-6.0%,COc1ccc(OC)c(C(=O)c2ccc([N+](=O)[O-])cc2)c1,35.9%[activator]
-25.0%,?,O=C1CCC[C@@H]2Cc3nc4ccc(O)cc4cc3[C@@H]3CCN1[C@H]23,?
-16.8%,-3.9%,CCCCNCCS(=O)(=O)NCc1ccccc1OC,20.9%
-20.5%,-14.5%,CCOc1ccc(C(c2nnnn2Cc2ccccc2)N2CCN(C(=O)c3ccco3)CC2)cc1 (stereo unspecified),-4.6%
-19.9%,-19.3%,CC1(C)c2[nH]c3ccccc3c2C[C@H]2C(=O)N(Cc3cccc(F)c3)C(=O)N21,-11.7%

Next section:
Pol kappa inh,Pol eta inh,molecule,Pol iota inh
-24.7%,?,O=C1NCCN(CC2CCN(CCc3ccc(Cl)c(Cl)c3)CC2)C1=O,-29.1%
-21.3%,-5.2%,O=c1[nH]nc(-c2n[nH]c(=O)o2)o1,6.3%
-14.8%,?,CCCCn1c(N)c(N(CCOC)C(=O)c2oc3ccc(Br)cc3c2C)c(=O)[nH]c1=O,-6.0%
-32.3%,-4.9%,CC(C)CNC(=O)C1Nc2ccc(C(F)(F)F)cc2C2C=CCC12 (stereo unspecified),-5.1%
-13.2%,-13.8%,CCOC(=O)C1CCN(C(=O)c2ccccc2)C(CC)C1=O (stereo unspecified),-6.2%
-8.9%,-1.4%,CCNc1nc(C)nc2c1cnn2C,56.8%[activator]
-2.4%,-8.2%,Cc1ccc([N+](=O)[O-])c(OCCCN2CCC(Cc3ccccc3)CC2)c1,3.2%
-16.1%,-0.1%,Cc1ccc(NC(=O)CCC(=O)c2ccccc2)cc1,1.8%
-21.8%,-16.0%,O=C(Nc1cccc([N+](=O)[O-])c1)N(c1ccccc1)c1ccccc1,-5.5%
-11.1%,?,O=C1C=CC(=O)N1Cc1ccncc1,9.2%
-5.2%,-12.7%,CC1CCCC(CC(N)=O)CC1 (stereo unspecified),96.3%[activator]
-3.4%,-6.9%,CN(Cc1c(F)cccc1Cl)C(=O)c1cccc(S(=O)(=O)N2CCN(Cc3ccccc3)CC2)c1,-3.1%
-7.4%,-21.2%,Cn1c(=O)c(-c2cccc(Cl)c2)c(O)c2ccccc21,157.9%[activator]
-4.8%,-16.9%,O=C(c1ccc([N+](=O)[O-])cc1)N1CCc2ccccc21,-21.3%[58.9 µM]
-5.4%,-7.0%,CC(=O)Nc1ccc2nc(N)sc2c1,22.0%
-14.1%,-21.2%,O=C1c2ccccc2C(=O)N1CCCCNc1ccccc1,79.0%[activator]
3.1%,-14.3%,Cc1ccc(C(=O)N2[C@@H]3CN(C)C(=O)[C@@]2(C)[C@H]2C(=O)N(Cc4ccccc4)C(=O)[C@@H]32)cc1,-12.4%
-17.8%,-15.2%,CC(=O)O[C@H]1C(=O)[C@]2(C)[C@H]([C@H](OC(=O)c3ccccc3)[C@]3(O)C[C@H](OC(=O)[C@H](O)[C@@H](NC(=O)c4ccccc4)c4ccccc4)C(C)=C1C3(C)C)[C@]1(OC(C)=O)CO[C@@H]1C[C@@H]2O,-9.5%
-23.0%,-19.7%,CCC1CCCCN1Cc1c(O)ccc2c(=O)c(-c3ccccc3OC)coc12 (stereo unspecified),-4.3%
-2.0%,-14.1%,O=C(NCc1ccccc1)c1cccc(NC(=O)C2CCC2)c1,40.8%
0.6%,-13.2%,O=S(=O)(Nc1ccccc1)C1CCCCC1,16.0%
?,-0.1%,CCOC(=O)CSc1nnc(-c2ccc(S(=O)(=O)NCc3cccs3)cc2)o1,?
-15.1%,-14.7%,O=C(O)C1CC2C3CC(C(=O)O)C(C3)C2C1 (stereo unspecified),61.4%[activator]
0.9%,-13.9%,CCN1C[C@@H]2[C@@H]3C(=O)N(C)C(=O)[C@@H]3[C@](C)(C1=O)N2C(=O)c1ccc(C)cc1,-0.6%
-14.6%,0.2%,CN(CCCn1cnc2c(OCc3ccccc3)ncnc21)CCc1ccccn1,-0.1%
-8.2%,?,COc1ccc(CCN2CC(C(=O)OC(C)C(=O)Nc3ccc(NC(C)=O)cc3)CC2=O)cc1OC (stereo unspecified),-9.9%
9.0%,-8.9%,CC(C)C[C@@H](CN)NC(=O)c1nc[nH]c1C(=O)N[C@@H](C)C(=O)CNC[C@H](C)NC(=O)c1nc[nH]c1C(=O)N[C@@H](CC(=O)O)C(=O)O,?
5.6%,-12.4%,CC(C)CCNC(=O)C1CC2Cn3c(nc4cc(Cl)c(Cl)cc43)C2N1C (stereo unspecified),18.5%
1.9%,-16.7%,CCC1(CC)C(=O)Nc2ccccc21,28.9%

Some of these compounds in order of SMILES length, ascending:
Pol kappa inh,Pol eta inh,molecule,Pol iota inh
-5.2%,-12.7%,CC1CCCC(CC(N)=O)CC1 (stereo unspecified),96.3%[activator]
-11.1%,?,O=C1C=CC(=O)N1Cc1ccncc1,9.2%
0.6%,-13.2%,O=S(=O)(Nc1ccccc1)C1CCCCC1,16.0%
-16.1%,-0.1%,Cc1ccc(NC(=O)CCC(=O)c2ccccc2)cc1,1.8%
-2.0%,-14.1%,O=C(NCc1ccccc1)c1cccc(NC(=O)C2CCC2)c1,40.8%
-14.6%,0.2%,CN(CCCn1cnc2c(OCc3ccccc3)ncnc21)CCc1ccccn1,-0.1%
-21.8%,-16.0%,O=C(Nc1cccc([N+](=O)[O-])c1)N(c1ccccc1)c1ccccc1,-5.5%
-2.4%,-8.2%,Cc1ccc([N+](=O)[O-])c(OCCCN2CCC(Cc3ccccc3)CC2)c1,3.2%
-14.8%,?,CCCCn1c(N)c(N(CCOC)C(=O)c2oc3ccc(Br)cc3c2C)c(=O)[nH]c1=O,-6.0%
0.9%,-13.9%,CCN1C[C@@H]2[C@@H]3C(=O)N(C)C(=O)[C@@H]3[C@](C)(C1=O)N2C(=O)c1ccc(C)cc1,-0.6%
3.1%,-14.3%,Cc1ccc(C(=O)N2[C@@H]3CN(C)C(=O)[C@@]2(C)[C@H]2C(=O)N(Cc4ccccc4)C(=O)[C@@H]32)cc1,-12.4%

Some of the compounds tested, so the mix of outcomes need not match the whole.
